PERK inhibitor: block of dimerizer-induced PERK translation repression, primary screen, PERK inhibitor project, CHO PERK-DD cells, SEAP luminescence, HTS. AID 1416, 2008. CHO PERK-DD fusion, SEAP luminescence translation reporter. Eukaryotic translation initiation factor 2-alpha kinase 3 (Homo sapiens), Q9NZJ5. inhibition, % at 5.6 µM. actives 0.17% (n = 220,000);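 active = inhibition above the mean inhibition of all tested compounds plus 3 SD, set separately per screening campaign, cut at about 2.9% in these data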;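 note: PERK kinase domain activated by AP20187 dimerizer at 100 nM; 0% = DMSO with dimerizer and 100% = rapamycin at 8.4 µM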
S1P4 antag: S1P4 receptor antagonists, primary screen, cell-based; S1P4-expressing cells, antagonist mode, reporter read-out; inhibition, % at 4.98 µM; actives 0.26% (n = 220,000); in the data active = inhibition above about 29%;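 note: 0% = wells stimulated with agonist and 100% = vehicle wells without agonist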
Ba/F3 V617F tox: reduced viability of JAK2V617F-dependent Ba/F3 cells, primary screen, JAK2V617F inhibitor project, cell-based, Ba/F3 EpoR-JAK2V617F, luminescence; AID 1446, 2008; inhibition, % at 5.6 µM; ATP luminescence; actives 1.1% (n = 220,000);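 active = inhibition above the campaign mean plus 3 SD over all tested compounds, cut at about 24% in these data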;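 note: cytokine-independent growth of Ba/F3 cells driven by EpoR plus mutant JAK2; 0% = DMSO-treated cells and 100% = JAK inhibitor I control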
eIF4E 4G PPI: eIF4E–eIF4G protein interaction inhibitors, primary screen, biochemical, uHTS, TR-FRET, eIF4GI fragment. Eukaryotic translation initiation factor 4E (Mus musculus) + Eukaryotic translation …. TR-FRET eIF4E-eIF4GI(517-606) binding, 2 h. inhibition, % at 21.7 µM. actives 0.37% (n = 220,000);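 active = inhibition above about 30%, limit read from the data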;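 note: 0% = full FRET control wells and 100% = background wells lacking eIF4GI fragment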
Target sequence (P63073 whole entry, looked up, the tested form may be a part): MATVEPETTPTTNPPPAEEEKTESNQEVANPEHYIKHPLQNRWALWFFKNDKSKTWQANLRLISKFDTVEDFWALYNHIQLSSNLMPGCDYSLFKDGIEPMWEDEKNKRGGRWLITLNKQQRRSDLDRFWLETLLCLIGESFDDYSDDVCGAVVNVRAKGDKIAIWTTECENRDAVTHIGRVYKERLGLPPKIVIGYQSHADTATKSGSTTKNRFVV
Target sequence (Q04637 whole entry, looked up, the tested form may be a part): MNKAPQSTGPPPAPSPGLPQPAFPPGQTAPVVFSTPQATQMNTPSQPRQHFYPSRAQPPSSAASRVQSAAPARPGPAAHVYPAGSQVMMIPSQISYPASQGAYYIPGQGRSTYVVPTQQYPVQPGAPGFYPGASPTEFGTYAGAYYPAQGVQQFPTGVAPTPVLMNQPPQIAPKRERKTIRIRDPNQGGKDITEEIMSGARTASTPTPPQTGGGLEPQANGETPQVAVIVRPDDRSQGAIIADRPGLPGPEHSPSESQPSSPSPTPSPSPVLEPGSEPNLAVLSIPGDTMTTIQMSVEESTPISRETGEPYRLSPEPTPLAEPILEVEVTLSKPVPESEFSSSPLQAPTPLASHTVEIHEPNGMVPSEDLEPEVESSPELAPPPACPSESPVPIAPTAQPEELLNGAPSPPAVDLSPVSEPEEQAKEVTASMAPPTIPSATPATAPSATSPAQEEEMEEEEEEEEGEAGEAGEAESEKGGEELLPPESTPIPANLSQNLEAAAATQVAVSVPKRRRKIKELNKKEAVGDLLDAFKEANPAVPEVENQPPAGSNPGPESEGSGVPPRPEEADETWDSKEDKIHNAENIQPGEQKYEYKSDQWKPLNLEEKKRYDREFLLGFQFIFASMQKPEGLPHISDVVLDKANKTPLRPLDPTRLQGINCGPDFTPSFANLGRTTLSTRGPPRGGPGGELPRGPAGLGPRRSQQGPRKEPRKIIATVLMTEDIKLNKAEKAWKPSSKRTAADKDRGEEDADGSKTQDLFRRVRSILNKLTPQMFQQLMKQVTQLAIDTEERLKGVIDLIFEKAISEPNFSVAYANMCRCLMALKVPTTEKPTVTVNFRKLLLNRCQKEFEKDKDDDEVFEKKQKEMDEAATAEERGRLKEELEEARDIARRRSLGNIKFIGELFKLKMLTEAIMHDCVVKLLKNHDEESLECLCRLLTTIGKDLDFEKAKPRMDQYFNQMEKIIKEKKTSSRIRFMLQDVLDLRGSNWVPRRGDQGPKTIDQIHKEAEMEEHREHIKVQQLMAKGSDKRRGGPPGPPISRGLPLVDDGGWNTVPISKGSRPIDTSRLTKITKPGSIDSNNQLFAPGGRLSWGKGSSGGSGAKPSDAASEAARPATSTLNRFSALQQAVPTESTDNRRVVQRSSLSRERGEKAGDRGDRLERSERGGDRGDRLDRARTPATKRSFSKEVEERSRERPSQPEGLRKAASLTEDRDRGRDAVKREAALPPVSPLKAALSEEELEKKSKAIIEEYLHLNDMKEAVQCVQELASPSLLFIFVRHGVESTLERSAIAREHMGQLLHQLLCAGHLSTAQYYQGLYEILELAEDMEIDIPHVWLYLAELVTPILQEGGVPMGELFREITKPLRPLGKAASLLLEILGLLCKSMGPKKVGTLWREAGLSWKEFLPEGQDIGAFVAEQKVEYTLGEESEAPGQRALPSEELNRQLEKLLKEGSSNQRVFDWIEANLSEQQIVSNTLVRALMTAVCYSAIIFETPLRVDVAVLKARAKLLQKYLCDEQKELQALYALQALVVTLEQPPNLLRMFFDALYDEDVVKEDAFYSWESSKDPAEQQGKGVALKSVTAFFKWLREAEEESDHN
BaF3 tox: parental Ba/F3 cell viability inhibition, counter-screen for JAK2V617F inhibitor project, murine pro-B, CellTiter-Glo luminescence; CellTiter-Glo ATP luminescence; actives 1.1% (n = 220,000); inhibition, % at 5.6 µM;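 active = inhibition above a per-campaign cutoff, the mean inhibition of all tested compounds plus 3 SD, cut at about 27% in these data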;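 note: 0% = DMSO wells and 100% = JAK Inhibitor I control wells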
Mdm2 ligase inh: MDM2-luciferase reporter signal enhancers, primary screen, MDM2 E3 ligase inhibitor project, cell-based, luminescence, 1536-well | E3 ubiquitin-protein ligase Mdm2 (Homo sapiens), Q00987 | cell-based MDM2 ubiquitination luciferase reporter, 2 h; 0 = plate control, 100 = twice control, blank-subtracted | signal enhancement, % at 5 µM | actives 0.11% (n = 210,000);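 active = signal enhancement of 30% or more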;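 note: luminescence tracks abundance of the self-degrading MDM2-luciferase fusion protein; higher signal means inhibition of MDM2 E3 ligase activity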
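system = mammalian cells stably expressing self-ubiquitinating, self-degrading MDM2 E3–luciferase fusion | quantity = 2000 cells per well seeded | incubation = 4 h cell settling then 2 h compound exposure, 37 °C | signal = SteadyLite luminescence, 15 min reagent step | benchmarks = plate control and blank wells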
NPY2 pot ag: NPY-Y2 potentiators or agonists, primary screen, cell-based. activation, % at 3.6 µM. AID 1359, 2008. cells expressing NPY-Y2, potentiator/agonist read-out. actives 0.45% (n = 220,000); in the data active = activation above about 27%;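 note: cells stimulated with NPY near EC25 plus isoproterenol at EC100; 0% = vehicle plus submaximal agonist and 100% = vehicle plus saturating agonist; some results beyond the cut were filed as inactive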
S1P4 agonist: S1P4 receptor agonists, primary screen, cell-based. Sphingosine 1-phosphate receptor 4 (Homo sapiens), O95977. S1P4-expressing cell line, agonist reporter assay. activation, % at 4.98 µM. actives 0.35% (n = 220,000); in the data active = activation above about 11%;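 note: 0% = DMSO vehicle and 100% = reference agonist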
Wee1 stabilizer: Wee1 degradation inhibitors, primary screen, cell-based, HeLa, Wee1K328M-luciferase, luminescence; Wee1-like protein kinase (Homo sapiens), P30291; HeLa Luc-Wee1K328M stability; 100% = proteasome inhibitor MG132 effect; reporter increase, % at 5 µM; actives 1.2% (n = 220,000);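 active = activation above the mean of all tested compounds plus 3 SD, set per screening run, cut at about 8.8% in these data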;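 note: cells exposed to compound for 20 h before luminescence read; 0% = DMSO alone and 100% = MG132 at 30 µM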
Active calls of the source: *; [ ] = remark or other dose.

What do the screens show for `Cc1cc(C)nc(N/N=C/c2ccccc2OCc2ccc(Cl)cc2)n1`?
PERK inhibitor: 1.3; S1P4 antag: -10; Ba/F3 V617F tox: -1; eIF4E 4G PPI: 5; BaF3 tox: 6; Mdm2 ligase inh: -5; NPY2 pot ag: -4; S1P4 agonist: 4.1; Wee1 stabilizer: 0

How did COc1ccc(C2=C/C(=C/c3cccnc3)C(=O)O2)cc1OC do in these assays?
PERK inhibitor: 0.4; S1P4 antag: -11; Ba/F3 V617F tox: 1; eIF4E 4G PPI: 11; BaF3 tox: 1; Mdm2 ligase inh: 9; NPY2 pot ag: -10; S1P4 agonist: 0.7; Wee1 stabilizer: 0

Results for O=S(=O)(CCSc1nc2ccccc2o1)c1nc2ccccc2s1 ?
PERK inhibitor: -0.4; S1P4 antag: 6; Ba/F3 V617F tox: 83*; eIF4E 4G PPI: 4; BaF3 tox: 26; Mdm2 ligase inh: -20; NPY2 pot ag: -25; S1P4 agonist: 0.9; Wee1 stabilizer: -1

What do the screens show for `Cc1ccc2oc(-c3ccc(C)c(NC(=O)Cc4cccs4)c3)nc2c1`?
PERK inhibitor: 1.0; S1P4 antag: 1; Ba/F3 V617F tox: -1; eIF4E 4G PPI: -18[fluorescence artefact?]; BaF3 tox: -1; Mdm2 ligase inh: -9; NPY2 pot ag: -15; S1P4 agonist: 0.8; Wee1 stabilizer: -1

What do the screens show for `Cc1ccc(-n2cccn2)c(CN2CCCC(CNC(=O)c3ccc(F)cc3)C2)c1` (stereo not drawn)?
PERK inhibitor: -1.1; S1P4 antag: 0; Ba/F3 V617F tox: 3; eIF4E 4G PPI: 2; BaF3 tox: 9; Mdm2 ligase inh: -2; NPY2 pot ag: -5; S1P4 agonist: 2.8; Wee1 stabilizer: -1

How did Cn1cnnc1SCc1ccc(C(=O)N=Nc2c(O)n(Cc3ccc(Cl)cc3)c3ccccc23)cc1 do in these assays?
PERK inhibitor: -1.2; S1P4 antag: -5; Ba/F3 V617F tox: 5; eIF4E 4G PPI: 6; BaF3 tox: 8; Mdm2 ligase inh: 2; NPY2 pot ag: 46*; S1P4 agonist: 0.3; Wee1 stabilizer: -1

What do the screens show for `CC1=C(C(=O)Nc2ccccn2)C(c2ccc(Br)cc2)n2ncnc2N1` (stereo not drawn)?
PERK inhibitor: 1.0; S1P4 antag: 0; Ba/F3 V617F tox: -2; eIF4E 4G PPI: 4; BaF3 tox: 1; Mdm2 ligase inh: -5; NPY2 pot ag: 16; S1P4 agonist: 0.8; Wee1 stabilizer: 2

How did CC(C)(C)NC(=O)COc1ccc(CNCc2cccs2)cc1 do in these assays?
PERK inhibitor: 0.0; S1P4 antag: -4; Ba/F3 V617F tox: -1; eIF4E 4G PPI: -1[fluorescence artefact?]; BaF3 tox: 2; Mdm2 ligase inh: -11; NPY2 pot ag: -6; S1P4 agonist: 0.6; Wee1 stabilizer: -3

Results for Cc1ccc(NC(=S)N(CCCN2CCOCC2)Cc2ccccn2)cc1 ?
PERK inhibitor: 0.3; S1P4 antag: -8; Ba/F3 V617F tox: 4; eIF4E 4G PPI: 2; BaF3 tox: 15; Mdm2 ligase inh: -7; NPY2 pot ag: 3; S1P4 agonist: 1.0; Wee1 stabilizer: 2

How did Cc1ccc(C(=O)O)cc1NC(=O)CCc1ccccc1 do in these assays?
PERK inhibitor: 1.9; S1P4 antag: 0; Ba/F3 V617F tox: -2; eIF4E 4G PPI: 5; BaF3 tox: 2; Mdm2 ligase inh: -7; NPY2 pot ag: 2; S1P4 agonist: 1.2; Wee1 stabilizer: -3

Results for C=CCNC(=O)C1CCN(c2nc(C)cc(-c3ccccc3)n2)CC1 ?
PERK inhibitor: 0.1; S1P4 antag: -5; Ba/F3 V617F tox: 2; eIF4E 4G PPI: -2; BaF3 tox: 5; Mdm2 ligase inh: 4; NPY2 pot ag: 4; S1P4 agonist: 0.3; Wee1 stabilizer: 8

Results for CO[C@@H]1O[C@@H]2COC(c3ccccc3)O[C@@H]2[C@@H](OC)[C@@H]1O (stereo partly drawn) ?
PERK inhibitor: 1.6; S1P4 antag: -33; Ba/F3 V617F tox: 0; eIF4E 4G PPI: 3; BaF3 tox: 3; Mdm2 ligase inh: -8; NPY2 pot ag: 7; S1P4 agonist: 0.1; Wee1 stabilizer: -2

What do the screens show for `O=S(=O)(NCC(c1cccnc1)N1CCN(c2ccccc2)CC1)c1cc(F)ccc1F` (stereo not drawn)?
PERK inhibitor: -0.7; S1P4 antag: -20; Ba/F3 V617F tox: 2; eIF4E 4G PPI: -17; BaF3 tox: 5; Mdm2 ligase inh: 0; NPY2 pot ag: -7; S1P4 agonist: 0.4; Wee1 stabilizer: -1

Results for O=C(NC(=S)NNC(=O)c1cnccn1)c1ccc(Cl)cc1 ?
PERK inhibitor: 0.3; S1P4 antag: -17; Ba/F3 V617F tox: 7; eIF4E 4G PPI: -1; BaF3 tox: 0; Mdm2 ligase inh: -1; NPY2 pot ag: -28; S1P4 agonist: -1.3; Wee1 stabilizer: -1

Results for CC(=O)c1cc2c(cc1NC(=O)c1ccccc1C)OCO2 ?
PERK inhibitor: -0.6; S1P4 antag: -1; Ba/F3 V617F tox: 3; eIF4E 4G PPI: 1; BaF3 tox: 4; Mdm2 ligase inh: -26; NPY2 pot ag: -11; S1P4 agonist: 0.8; Wee1 stabilizer: 0

Results for CC1=C(C(=O)OC2CCCC2)C(c2coc3ccccc3c2=O)C2=C(CCCC2=O)N1 (stereo not drawn) ?
PERK inhibitor: -0.4; S1P4 antag: -31; Ba/F3 V617F tox: 0; eIF4E 4G PPI: -3; BaF3 tox: 2; Mdm2 ligase inh: -3; NPY2 pot ag: -3; S1P4 agonist: 1.8; Wee1 stabilizer: -1

What do the screens show for `Cc1nn(-c2ccccc2)c(Cl)c1/C=N/NC(=O)C1COc2ccccc2O1` (stereo not drawn)?
PERK inhibitor: 0.4; S1P4 antag: -13; Ba/F3 V617F tox: -3; eIF4E 4G PPI: 0[fluorescence artefact?]; BaF3 tox: 7; Mdm2 ligase inh: -3; NPY2 pot ag: 7; S1P4 agonist: -0.3; Wee1 stabilizer: -2

How did CC1=NN(C(=O)c2ccccc2Cl)C(O)(c2cccnc2)C1 (stereo not drawn) do in these assays?
PERK inhibitor: -0.3; S1P4 antag: -6; Ba/F3 V617F tox: -2; eIF4E 4G PPI: 3; BaF3 tox: 2; Mdm2 ligase inh: -17; NPY2 pot ag: 3; S1P4 agonist: -0.7; Wee1 stabilizer: 0

What do the screens show for `Cc1cccc(C)c1NC(=O)N1CCCCCCC1`?
PERK inhibitor: -0.5; S1P4 antag: -7; Ba/F3 V617F tox: 0; eIF4E 4G PPI: 1; BaF3 tox: 11; Mdm2 ligase inh: -5; NPY2 pot ag: 5; S1P4 agonist: 0.3; Wee1 stabilizer: 3

What do the screens show for `COc1cccc(CN2CCNC(=O)C2CC(=O)NCCOc2cccnc2)c1OC` (stereo not drawn)?
PERK inhibitor: 1.9; S1P4 antag: 5; Ba/F3 V617F tox: -3; eIF4E 4G PPI: -1; BaF3 tox: 0; Mdm2 ligase inh: -7; NPY2 pot ag: 0; S1P4 agonist: 0.1; Wee1 stabilizer: -2

What do the screens show for `Cc1ccc(-c2nnc(SCC(=O)N/N=C/c3ccc(C)s3)n2-c2ccc(C)cc2)cc1`?
PERK inhibitor: 0.8; S1P4 antag: -14; Ba/F3 V617F tox: -1; eIF4E 4G PPI: 2; BaF3 tox: 4; Mdm2 ligase inh: -9; NPY2 pot ag: -9; S1P4 agonist: 0.7; Wee1 stabilizer: -2

How did CSc1ccccc1C(=O)Nc1cccc(C(C)=O)c1 do in these assays?
PERK inhibitor: -0.3; S1P4 antag: -5; Ba/F3 V617F tox: 3; eIF4E 4G PPI: -7; BaF3 tox: 9; Mdm2 ligase inh: -28; NPY2 pot ag: -11; S1P4 agonist: 1.0; Wee1 stabilizer: -1

What do the screens show for `COc1ccc(-c2c(-c3ccc(O)cc3O)n[nH]c2C(F)(F)F)cc1`?
PERK inhibitor: 0.7; S1P4 antag: -3; Ba/F3 V617F tox: -2; eIF4E 4G PPI: 4; BaF3 tox: 4; Mdm2 ligase inh: -13; NPY2 pot ag: 12; S1P4 agonist: 0.8; Wee1 stabilizer: 1

How did CCOC(=O)CN1C(=O)C(O)(CC(=O)c2ccco2)c2ccccc21 (stereo not drawn) do in these assays?
PERK inhibitor: -0.3; S1P4 antag: -6; Ba/F3 V617F tox: -2; eIF4E 4G PPI: 4; BaF3 tox: -1; Mdm2 ligase inh: -1; NPY2 pot ag: -8; S1P4 agonist: -0.1; Wee1 stabilizer: -1

How did COCCOc1ccc(C(F)(F)F)cc1NC(=O)c1ccc(C(F)(F)F)cc1 do in these assays?
PERK inhibitor: 0.5; S1P4 antag: -9; Ba/F3 V617F tox: -3; eIF4E 4G PPI: 4; BaF3 tox: 8; Mdm2 ligase inh: -17; NPY2 pot ag: 2; S1P4 agonist: 0.1; Wee1 stabilizer: 1

What do the screens show for `COc1ccc(S(=O)(=O)NNC(=O)c2ccc(-n3c(C)ccc3C)cc2)cc1`?
PERK inhibitor: 0.0; S1P4 antag: -5; Ba/F3 V617F tox: 0; eIF4E 4G PPI: 0; BaF3 tox: -2; Mdm2 ligase inh: -8; NPY2 pot ag: 3; S1P4 agonist: 0.7; Wee1 stabilizer: 1

What do the screens show for `S=C(Nc1ccccc1)N1CCC(C2CCN(C(=S)Nc3ccccc3)CC2)CC1`?
PERK inhibitor: 1.0; S1P4 antag: 2; Ba/F3 V617F tox: -6; eIF4E 4G PPI: 4; BaF3 tox: 2; Mdm2 ligase inh: -27; NPY2 pot ag: -17; S1P4 agonist: -1.1; Wee1 stabilizer: -2

What do the screens show for `CCOc1ccc(-n2c(SCC(=O)Nc3ccc(Br)cc3)nc3n[nH]c(C)c3c2=N)cc1`?
PERK inhibitor: 0.2; S1P4 antag: -5; Ba/F3 V617F tox: 2; eIF4E 4G PPI: 11; BaF3 tox: 5; Mdm2 ligase inh: -11; NPY2 pot ag: 0; S1P4 agonist: 0.1; Wee1 stabilizer: 2

How did Cc1ccc(S(=O)(=O)CCC(=O)OCc2ccc(S(=O)(=O)C(C)C)cc2)cc1 do in these assays?
PERK inhibitor: 0.2; S1P4 antag: -11; Ba/F3 V617F tox: -3; eIF4E 4G PPI: 1; BaF3 tox: 0; Mdm2 ligase inh: -5; NPY2 pot ag: 6; S1P4 agonist: 0.8; Wee1 stabilizer: 0
